Compound activity from PubChem.
PAX8 inh HTS: inhibitors of PAX8-driven TPO luciferase reporter, primary screen, RMG-I cells, single concentration. SteadyGlo, 24 h. inhibition, % at 12.6 µM. AID 652154, 2013. 360,000 tested, 1.2% active;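 active = mean replicate inhibition at least 60% with every replicate also reaching 60%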;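 also: luciferase light reporting Pax8 driven TPO promoter activity; plate controls were median of neutral control wells for no effect and mitoxantrone controls for full effect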
FN deposition inh: inhibitors of fibronectin matrix deposition, primary screen, AH1F cells, Alexa488-fibronectin fluorescence, plate reader; AH1F fibroblasts, overnight; 350,000 tested, 0.086% active; AID 743247, 2014; inhibition, % at 12.6 µM;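 active = mean inhibition across replicates of 30% or more, regardless of how many single replicates reach that level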;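 also: positive control wells lacked labelled fibronectin entirely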
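Assay system: AH1F fibroblasts assembling fluorescent fibronectin matrix; Amount: 10000 AH1F cells per well; Buffer or medium: DMEM, 2% serum; Probe or stimulus: Alexa488-fibronectin, 24 nM final in well; Doses: single compound dose, delivered by pin transfer; Incubation: 1 h adhesion, overnight exposure; Measured by: fluorescence 485/525 nm; Read-out: fibronectin deposition inhibition.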
PGC1a acetyl inh: inhibitors of PGC1a acetylation signal, primary screen, cell-based, U2OS, AlphaScreen, inhibitor mode; AlphaScreen anti-acetyl-lysine; with virally co-expressed GCN5 acetyltransferase; inhibition, % at 15.6 µM; 350,000 tested, 0.17% active;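 active = every replicate shows inhibition of at least 40%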;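 also: 0% = neutral control wells and 100% = positive control wells; some results beyond the cut were filed as inactive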
PglD inh: C. jejuni PglD acetyltransferase inhibitors, primary screen, biochemical, DTNB colorimetric, single point. 360,000 tested, 0.098% active. AID 602405, 2012. purified PglD enzyme, DTNB colorimetric CoA detection. UDP-N-acetylbacillosamine N-acetyltransferase PglD (Campylobacter jejuni). inhibition, % at 12.5 µM; in the data active = inhibition above about 16%, passing the limit was not always enough; also: strong numbers were not always called active
LGR2 antag: inhibitors of bursicon-induced LGR2 CRE-luciferase signal, primary screen, cell-based, HEK293, CRE-luciferase reporter, bursicon stimulation; Drosophila bursicon receptor LGR2 (rickets); bursicon-stimulated, 4 h; inhibition, % at 9.99 µM; 380,000 tested, 0.35% active; AID 720647, 2013;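 active = drop in luminescence signal, shown as inhibition above about 50% in the replicate tests, limit read from the data, passing the limit was not always enough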;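 also: agonist challenge used bursicon conditioned medium at about half maximal strength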
EWS-Fli inh: EWS/Fli-driven NR0B1 reporter inhibitors, primary screen, A673 cells, NR0B1 luciferase, luminescence, MLPCN library. viability-normalised. inhibition, % at 12.6 µM. 350,000 tested, 0.67% active;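 active = mean inhibition of at least 50% after viability correction, with every replicate also passing that limit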;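 also: firefly luciferase signal divided by Alamar Blue viability fluorescence both relative to DMSO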
S100A4 inh HTS: inhibitors of S100A4-myosin IIA peptide binding, primary screen, biochemical, fluorescence polarization, TAMRA-MyoIIA peptide; inhibition, % at 10.7 µM; 360,000 tested, 0.14% active; AID 652163, 2013;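 active = mean inhibition of at least 70% across replicates, with every replicate also reaching that level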
Target sequence (P26447 whole entry, looked up): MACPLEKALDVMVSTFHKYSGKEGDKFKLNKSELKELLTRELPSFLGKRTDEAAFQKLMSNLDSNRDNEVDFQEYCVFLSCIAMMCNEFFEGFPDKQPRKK
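assay system = human S100A4 monomer with TAMRA-labelled myosin IIA peptide | also added = labelled myosin peptide probe, 5 nM | incubation = 5 min between mix addition and reading | control set = DMSO and TFP controls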
ERAP1 HTS inh: human ERAP1 aminopeptidase inhibitors, primary screen, biochemical, single point, plate reader; recombinant ERAP1, Leu-AMC fluorescence, 60 min; Endoplasmic reticulum aminopeptidase 1 (Homo sapiens), Q9NZ08; inhibition, % at 10.7 µM; 340,000 tested, 0.15% active;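 active = mean replicate inhibition of at least 30%, or all replicates individually reaching that 30% level; inactive = mean below 30% and not every replicate reaching it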;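 also: 0% = neutral control wells and 100% = L-leucinethiol positive control wells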
Target sequence (Q9NZ08 whole entry, looked up): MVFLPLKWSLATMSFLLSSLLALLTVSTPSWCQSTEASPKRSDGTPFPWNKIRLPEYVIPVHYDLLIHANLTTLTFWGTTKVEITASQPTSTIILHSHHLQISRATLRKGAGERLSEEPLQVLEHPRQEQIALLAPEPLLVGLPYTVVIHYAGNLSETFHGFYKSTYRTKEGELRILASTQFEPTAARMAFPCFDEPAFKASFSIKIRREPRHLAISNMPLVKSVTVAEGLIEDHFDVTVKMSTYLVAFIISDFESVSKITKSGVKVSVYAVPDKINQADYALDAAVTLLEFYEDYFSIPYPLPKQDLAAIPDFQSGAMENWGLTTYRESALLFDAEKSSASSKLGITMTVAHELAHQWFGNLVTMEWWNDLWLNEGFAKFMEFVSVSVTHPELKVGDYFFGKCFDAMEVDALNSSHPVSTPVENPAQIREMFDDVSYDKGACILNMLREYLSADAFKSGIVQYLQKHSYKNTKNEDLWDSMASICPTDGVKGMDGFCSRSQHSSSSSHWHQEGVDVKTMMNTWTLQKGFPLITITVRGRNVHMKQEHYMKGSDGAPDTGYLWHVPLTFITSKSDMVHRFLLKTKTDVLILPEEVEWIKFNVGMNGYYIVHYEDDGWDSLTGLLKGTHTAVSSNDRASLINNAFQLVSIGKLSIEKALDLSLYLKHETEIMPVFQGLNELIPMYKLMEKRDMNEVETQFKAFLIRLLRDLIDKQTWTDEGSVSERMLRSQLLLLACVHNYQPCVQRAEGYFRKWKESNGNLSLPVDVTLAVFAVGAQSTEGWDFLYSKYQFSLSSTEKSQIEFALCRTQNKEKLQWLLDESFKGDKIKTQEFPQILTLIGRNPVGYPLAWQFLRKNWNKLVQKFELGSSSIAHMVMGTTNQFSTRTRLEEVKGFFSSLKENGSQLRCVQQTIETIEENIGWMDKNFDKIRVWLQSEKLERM
Starred values were filed as active, the others as inactive; · = no result given.

Preview (10 entries):
SMILES | PAX8 inh HTS | FN deposition inh | PGC1a acetyl inh | PglD inh | LGR2 antag | EWS-Fli inh | S100A4 inh HTS | ERAP1 HTS inh
O=C(O)c1cc([N+](=O)[O-])ccc1C(=O)Nc1ccccc1 | -26 | -7 | 12 | 0 | · | · | · | ·
CC(C)OCCCN1C(=O)c2ccccc2C1C(=O)NC1CCCCC1 (centres undefined) | · | -2 | -7 | -3 | 1 | · | · | ·
Cc1ccc(NC(=O)C2CC(O)CN2C(=O)OCc2ccccc2)cc1C (centres undefined) | · | 2 | 4 | 1 | 3 | 1 | 2 | 2
CN1/C(=C\C=C2/C(=O)Oc3ccccc3C2=O)C(C)(C)c2ccccc21 | -81 | -32 | · | · | -27 | -113 | 178* | -2
Cc1cc(S(=O)(=O)NC2CCCCC2)ccc1OCC(=O)N1CCOCC1 | · | · | -5 | · | 2 | 6 | 5 | -3
C[C@@H]1CN([C@H](C)CO)S(=O)(=O)c2ccc(/C=C/c3ccccc3)cc2O[C@H]1CN(C)C(=O)c1cccnc1 | · | 8 | -5 | 5 | -6 | -9 | -14 | -1
COc1cc([N+](=O)[O-])ccc1NC(=O)CN1CCOCC1 | 8 | 2 | 0 | 1 | 7 | -8 | 1 | -2
Cc1ccsc1C(=O)Nc1ccc(OCc2ccccc2)cc1 | -218 | -4 | · | -7 | -22 | -81 | -3 | -2
CC=Cc1ccc2n(c1=O)C[C@H]1[C@H](CO)[C@@H](C(=O)NC3CCCC3)N(Cc3ccccc3)[C@@H]21 (mixture of isomers) | 12 | · | · | 0 | 4 | -3 | 7 | -1
Cc1ccc(C(C)C)c(OCC(=O)N/N=C/c2cccn2C)c1 | 6 | -1 | -4 | -2 | 8 | 5 | -1 | 3

The listing, previewed entries included:
SMILES | PAX8 inh HTS | FN deposition inh | PGC1a acetyl inh | PglD inh | LGR2 antag | EWS-Fli inh | S100A4 inh HTS | ERAP1 HTS inh
O=C(O)c1cc([N+](=O)[O-])ccc1C(=O)Nc1ccccc1 | -26 | -7 | 12 | 0 | · | · | · | ·
CC(C)OCCCN1C(=O)c2ccccc2C1C(=O)NC1CCCCC1 (centres undefined) | · | -2 | -7 | -3 | 1 | · | · | ·
Cc1ccc(NC(=O)C2CC(O)CN2C(=O)OCc2ccccc2)cc1C (centres undefined) | · | 2 | 4 | 1 | 3 | 1 | 2 | 2
CN1/C(=C\C=C2/C(=O)Oc3ccccc3C2=O)C(C)(C)c2ccccc21 | -81 | -32 | · | · | -27 | -113 | 178* | -2
Cc1cc(S(=O)(=O)NC2CCCCC2)ccc1OCC(=O)N1CCOCC1 | · | · | -5 | · | 2 | 6 | 5 | -3
C[C@@H]1CN([C@H](C)CO)S(=O)(=O)c2ccc(/C=C/c3ccccc3)cc2O[C@H]1CN(C)C(=O)c1cccnc1 | · | 8 | -5 | 5 | -6 | -9 | -14 | -1
COc1cc([N+](=O)[O-])ccc1NC(=O)CN1CCOCC1 | 8 | 2 | 0 | 1 | 7 | -8 | 1 | -2
Cc1ccsc1C(=O)Nc1ccc(OCc2ccccc2)cc1 | -218 | -4 | · | -7 | -22 | -81 | -3 | -2
CC=Cc1ccc2n(c1=O)C[C@H]1[C@H](CO)[C@@H](C(=O)NC3CCCC3)N(Cc3ccccc3)[C@@H]21 (mixture of isomers) | 12 | · | · | 0 | 4 | -3 | 7 | -1
Cc1ccc(C(C)C)c(OCC(=O)N/N=C/c2cccn2C)c1 | 6 | -1 | -4 | -2 | 8 | 5 | -1 | 3
O=C(C[C@H]1CC[C@@H](NC(=O)c2ccncc2)[C@H](CO)O1)NCCc1ccncc1 | 0 | 13 | 0 | -1 | -11 | -5 | -2 | -2
CSc1nc2c(c(=O)n1-c1ccc(C)cc1)SCC2 | -22 | 0 | 4 | -1 | · | · | · | ·
COc1ccc(S(=O)(=O)N(C)C[C@H]2OCCCC[C@@H](C)Oc3ccc(NC(=O)c4ccccc4)cc3C(=O)N([C@@H](C)CO)C[C@@H]2C)cc1 | 5 | · | -16 | -5 | -1 | 2 | -4 | -4
CCC(=O)Nc1ccc2c(c1)C(=O)N(C)C[C@@H](OC)[C@@H](C)CN(Cc1ccccc1OC)[C@@H](C)CO2 | 1 | -17 | · | 0 | -14 | -5 | -12 | -2
CCC(=O)Nc1ccc(NC(=O)c2cccc3c(Br)cccc23)cc1 | -11 | 2 | -1 | -2 | -1 | -2 | 0 | -1
COc1cccc(C2C(C(=O)c3ccc(C)o3)=C(O)C(=O)N2c2cc(C)on2)c1 (centres undefined) | -8 | -13 | -2 | -1 | -16 | · | -3 | 5
CCCCC(c1nnnn1CCOC)N1CCN(CC)CC1 (centres undefined) | 2 | -1 | 2 | 4 | · | · | · | ·
CCOC(=O)c1oc2ccccc2c1NC(=O)CN1CCOCC1 | -1 | -6 | · | · | -3 | 3 | -6 | 4
Cc1ccccc1S(=O)(=O)N1CCCCN2[C@@H](CO)[C@H](c3ccc(-c4cccc(F)c4)cc3)[C@@H]2C1 | 43 | · | -7 | 5 | 1 | 18 | -5 | 0
Cc1noc(C)c1COc1cccc(C(=O)Nc2cccnc2)c1 | 6 | 1 | · | · | -10 | -3 | 48 | -3
CC(C)c1ccc(C(=O)N2CCCC(c3cc(C(=O)Nc4ccc5c(c4)OCO5)no3)C2)cc1 (centres undefined) | -18 | -4 | 0 | 2 | -2 | -2 | 1 | -7
COC(=O)[C@H]1[C@H](CO)[C@H]2Cn3c(ccc(/C=C/c4ccccc4)c3=O)[C@H]2N1C(=O)CC1CC1 | 1 | · | -6 | · | -8 | 3 | · | ·
CCN(Cc1nc(-c2ccc(OC)c(OC)c2)no1)C(=O)c1ccoc1C | -8 | 3 | -5 | -6 | -10 | 0 | -2 | -4
COc1ccc(S(=O)(=O)N[C@@H]2CC[C@@H](CC(=O)NCc3ccccc3F)O[C@H]2CO)cc1 | -5 | · | 9 | 0 | 12 | -4 | -34 | 0
COC(=O)c1cc(=O)n(Cc2ccc(F)cc2)c(=NCc2ccc(F)cc2)s1 | -8 | 3 | · | · | 15 | -10 | -1 | 2
O=C(O)c1ccc(CP(=O)(c2ccccc2)c2ccccc2)cc1 | 4 | 20 | 11 | 1 | 0 | 10 | -9 | -3
CC(C)(C)NS(=O)(=O)c1ccc(NC(=O)C2CC(=O)N(CCc3ccc(F)cc3)C2)cc1 (centres undefined) | -57 | 18 | · | -1 | -5 | -4 | -1 | 1
COc1ccc(CCN2C(=O)CC(N3CCC(C(N)=O)CC3)C2=O)cc1OC (centres undefined) | -4 | 2 | 12 | · | 6 | -8 | -3 | 3
CC(C(O)C12CC3CC(CC(C3)C1)C2)N1CCCCC1 (centres undefined) | 10 | 2 | · | · | 0 | 14 | -1 | -3
CN(C(=O)c1cccc(NC(=O)Cc2cccc(NC(=O)C3CCCN(C(=O)c4ccccc4)C3)c2)c1)C1CCC1 (centres undefined) | 19 | -2 | -4 | -3 | 3 | 5 | 0 | -4
O=C(CN1C(=O)/C(=C\c2ccccc2Cl)Sc2ccccc21)NCCCN1CCOCC1 | 21 | 14 | -19 | 1 | 29 | 12 | 0 | 2
O=C(CCN1C(=O)/C(=C/c2cccs2)SC1=S)Nc1cccc(C(=O)O)c1 | 13 | 3 | · | 10 | 19 | 6 | -3 | -1
Cc1cc(N2CCCCCC2)n2nc(C)c(-c3ccccc3)c2n1 | -9 | 3 | -9 | -3 | -18 | -2 | -7 | 2
CCC(C(N)=NCCc1ccc(OC)c(OC)c1)c1ccccc1 (centres undefined) | -4 | -4 | · | 1 | 6 | 1 | -3 | 0
O=C(N/N=C/C1=Cc2ccccc2OC1)c1ccncc1 | 10 | 6 | 2 | -1 | -21 | -21 | -1 | ·
COc1cc2c(cc1OC)C(c1ccc(C(F)(F)F)cc1)CC(=O)N2 (centres undefined) | 11 | 5 | · | 2 | 9 | 12 | 23 | 3
CN(C)C(=O)c1ccc(-c2ccc3c(c2)[C@H]2[C@H](CCN2C(=O)C2CCC2)[C@H](CO)N3C)cc1 | 23 | 0 | -2 | 1 | -10 | 3 | -9 | 1
C[C@@H]1CN([C@@H](C)CO)S(=O)(=O)c2ccc(-c3cncnc3)cc2O[C@@H]1CN(C)C(=O)c1cccc(F)c1 | -19 | · | -6 | · | -27 | -7 | 3 | ·
O=C(COC(=O)COc1ccc(Cl)cc1Cl)Nc1cccnc1Cl | -7 | 4 | · | · | 3 | -8 | -10 | 0
Cc1ccc(S(=O)(=O)NCC[C@@H]2CC[C@@H](NC(=O)CC3CC3)[C@@H](CO)O2)cc1 | 12 | 4 | -2 | -1 | 0 | 4 | 6 | 2
COc1ccccc1Nc1nc2nonc2[nH]c1=O | 10 | -13 | -4 | -3 | 4 | 12 | -1 | 23
CN(C)c1ccc(/C=C2\C(=N)N3N=C(CC(=O)N4CCCCC4)SC3=NC2=O)cc1 | -1 | -8 | 4 | 3 | -10 | -9 | -9 | 1
O=C(C[C@H]1CC[C@H]2[C@@H](COC[C@@H](O)CN2C(=O)c2ccccc2)O1)NCc1ccc(-c2ccccc2)cc1 | 9 | -2 | 3 | 13 | 14 | -7 | -12 | 2
O=C(Cn1cnc2cc([N+](=O)[O-])ccc2c1=O)NCc1ccc(Cl)cc1 | 15 | 2 | -2 | · | 11 | -1 | 12 | 1
COc1ccc(NC(=O)CSc2nnc(-c3ccncc3)n2CC2CCCO2)c(OC)c1 (centres undefined) | -2 | 18 | 5 | -3 | · | · | · | ·
O=C(Cc1cccc(NC(=O)C2CCCN(C(=O)CCc3ccccc3)C2)c1)Nc1ccc(C(=O)N2CCOCC2)cc1 (centres undefined) | 5 | 9 | 2 | 2 | 11 | -7 | 0 | 1
CC(C)c1onc(C(=O)N2CCN(c3ccccc3)CC2)c1[N+](=O)[O-] | 10 | 1 | 3 | 5 | -3 | 6 | -2 | -3
COCC(=O)N1[C@H](C#N)[C@@H](c2ccc(-c3cccc(F)c3)cc2)[C@@H]1CO | -12 | 6 | 4 | -81 | -20 | 9 | 3 | 3
N/C(=N/O)c1ccccc1N1CCC(Cc2ccccc2)CC1 | -12 | 2 | · | · | -4 | 0 | -1 | 2
CC(C)CN1CCN(Cc2cc3ccccc3[nH]2)CC1CCO (centres undefined) | 22 | 10 | 3 | 1 | -17 | 11 | -3 | -2
Cc1noc(C)c1NC(=O)Nc1ccc2c(c1)C(=O)N([C@H](C)CO)C[C@H](C)[C@@H](CN(C)Cc1ccncc1)OCCCC[C@H](C)O2 | -4 | · | 10 | -5 | 4 | -9 | -25 | -1
